From PubChem
DAGLB inhibitor = blocks human DAGLB lipase activity; inhibition, % at 5.17 µM; 0.059% of 340,000 active; Q8NCG7; HEK293T DAGLB membrane lysate, EnzChek fluorogenic substrate; in the data active means inhibition above about 34%;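 further: 0% = enzyme with vehicle and 100% = wells lacking enzyme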
Target sequence (Q8NCG7 whole entry, looked up): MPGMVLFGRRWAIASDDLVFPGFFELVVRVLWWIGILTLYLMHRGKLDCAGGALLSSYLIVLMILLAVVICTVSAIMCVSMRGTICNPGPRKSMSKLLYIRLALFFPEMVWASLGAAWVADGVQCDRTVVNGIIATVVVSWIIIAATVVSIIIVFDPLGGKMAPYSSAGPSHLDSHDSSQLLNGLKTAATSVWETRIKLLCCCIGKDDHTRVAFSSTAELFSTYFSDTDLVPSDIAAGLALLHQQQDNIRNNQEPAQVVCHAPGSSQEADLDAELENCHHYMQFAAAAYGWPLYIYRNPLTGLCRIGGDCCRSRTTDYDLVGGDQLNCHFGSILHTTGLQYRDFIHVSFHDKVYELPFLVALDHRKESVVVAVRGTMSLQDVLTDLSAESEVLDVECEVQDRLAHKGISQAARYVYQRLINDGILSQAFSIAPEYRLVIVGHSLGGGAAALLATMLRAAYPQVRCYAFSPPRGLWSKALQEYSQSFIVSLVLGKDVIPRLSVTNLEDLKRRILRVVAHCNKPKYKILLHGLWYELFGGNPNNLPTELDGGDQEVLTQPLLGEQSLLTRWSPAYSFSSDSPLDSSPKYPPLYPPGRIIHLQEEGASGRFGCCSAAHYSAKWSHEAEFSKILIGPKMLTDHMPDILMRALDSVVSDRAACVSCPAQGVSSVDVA
PfHsp90 set2 = inhibits growth of yeast expressing Plasmodium falciparum Hsp90 | S. cerevisiae expressing PfHsp90, BacTiter-Glo ATP, 48 h; yeast lacking PDR1 and PDR3 efflux regulators | inhibition, % at 9.4 µM | 0.32% of 310,000 active | AID 504621;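 active means every replicate shows inhibition above about 80%, whatever the replicate mean, limit read from the data; inconclusive means mean inhibition reaches the set limit but some replicate falls short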;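 further: 0% = DMSO neutral controls and 100% = 20 µM radicicol positive controls; yeast relying on Plasmodium falciparum Hsp90 in place of its own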
AddAB inh = less growth of phage-infected E. coli with AddAB; E. coli expressing H. pylori AddAB, absorbance growth; AID 435030; 0.29% of 330,000 active; inhibition, % at 11.9 µM; in the data active means inhibition above about 12%;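 further: 0% = vehicle wells of infected cells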
Rtt109 Vps75 = inhibitors of Candida albicans Rtt109/Vps75 histone acetyltransferase; Q5AAJ8; purified Rtt109/Vps75, ThioGlo CoA-SH fluorescence, 4 h; inhibition, % at 34.9 µM; 0.16% of 330,000 active; AID 540336;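 active means inhibition of at least 50% in every replicate; inconclusive means best replicate reaches 50% inhibition but some replicates fall short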
Target sequence (Q5AAJ8 whole entry, looked up): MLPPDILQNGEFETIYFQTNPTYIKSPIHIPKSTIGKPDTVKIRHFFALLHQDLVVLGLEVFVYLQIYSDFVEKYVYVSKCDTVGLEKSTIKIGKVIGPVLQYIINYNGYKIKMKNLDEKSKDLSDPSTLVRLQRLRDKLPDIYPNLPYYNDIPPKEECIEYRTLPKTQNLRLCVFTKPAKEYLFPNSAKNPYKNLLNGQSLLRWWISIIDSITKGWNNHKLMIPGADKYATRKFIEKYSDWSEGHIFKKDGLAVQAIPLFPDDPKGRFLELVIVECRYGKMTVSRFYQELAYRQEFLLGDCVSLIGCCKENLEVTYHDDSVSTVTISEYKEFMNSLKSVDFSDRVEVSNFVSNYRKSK
CAL PDZ inh = inhibitors of human CAL PDZ peptide binding | 0.02% of 330,000 active | purified CAL PDZ, TMR-peptide fluorescence polarization, 1 h | inhibition, % at 20 µM | Q9HD26;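 active means highest replicate inhibition of at least 40%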;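 further: plate controls were DMSO neutral control wells for no effect and unlabeled competitor peptide control wells for full effect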
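material = purified tagged CAL PDZ domain construct (CerCALP) | buffer or medium = sodium phosphate/NaCl buffer pH 7.4 with TCEP, IgG, Thesit | reagent = TMR-labelled reporter peptide T*-PRC34 bound in PDZ groove | incubation = 1 h room-temperature incubation prior to read | measured by = fluorescence polarization (mP) | evaluation = percent inhibition from loss of millipolarization | control set = unlabelled peptide and DMSO controls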
Wnt act = Wnt/beta-catenin pathway activation; Wnt/beta-catenin reporter cell assay, activator, plate reader; activation, % at 9.35 µM; 1.2% of 300,000 active; AID 743398; in the data active means activation above about 30%, passing the limit was not always enough; inconclusive means no clear call, values can overlap the other calls;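 further: 0% = neutral control wells and 100% = positive control wells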
phage Ecoli inh = E. coli growth loss with phage present; 0.26% of 360,000 active; growth absorbance; inhibition, % at 11.9 µM; in the data active means inhibition above about 11%
Ecoli viability = bacterial growth inhibition, counter-screen for AddAB inhibitors; E. coli V3065 growth, OD600 absorbance, 18 h; inhibition, % at 11.9 µM; 0.27% of 330,000 active;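 active means inhibition above the campaign's mean inhibition across all tested compounds plus 3 SD, cut at about 9.9% in these data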;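 further: uninfected addAB+ strain grown without phage in ampicillin broth; 0% = DMSO wells and 100% = ciprofloxacin 0.95 µg/ml wells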
PvdQ acylase = P. aeruginosa PvdQ acylase inhibition. inhibition, % at 10 µM. purified PvdQ acylase, fluorescence plate reader. 0.063% of 340,000 active. AID 488965; in the data active means inhibition above about 30%, passing the limit was not always enough; inconclusive means no clear call, values can overlap the other calls;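 further: 0% = vehicle neutral wells and 100% = reference inhibitor wells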
Tat transport = E. coli Tat transport inhibition. E. coli MC4100 TorA-mCherry Tat export, fluorescence. inhibition, % at 10 µM. 0.036% of 340,000 active. AID 488895;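 active means mean replicate inhibition at least 50% and at least half of replicates individually reaching 50%; inconclusive means only one of the two criteria met; inactive means neither criterion met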;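 further: exported cargo escapes ClpAP degradation while cytoplasmic cargo is degraded and loses fluorescence; 0% = median of neutral control wells and 100% = median of NaSCN control wells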
Starred values were filed as active, the others as inactive; u = inconclusive; x = no result given.

SMILES | DAGLB inhibitor | PfHsp90 set2 | AddAB inh | Rtt109 Vps75 | CAL PDZ inh | Wnt act | phage Ecoli inh | Ecoli viability | PvdQ acylase | Tat transport
Cc1ccc(-n2nc3c(Cl)nnc(C)c3c2C)cc1 | -4 | -16 | 2.6 | 1 | -4.2 | -1 | 5.3 | -0.8 | -12 | 4
COc1ccccc1Cc1noc(C(C)(C)NC(=O)c2ccccc2)n1 | 1 | 5 | 3.8 | 9 | 0.1 | -3 | 2.6 | 0.5 | 4 | 2
O=C(COc1ccccc1)N1CCN(C(=O)c2ccc([N+](=O)[O-])cc2)CC1 | -5 | -4 | 1.6 | x | -3.0 | -4 | 4.6 | 1.9 | 1 | 2
Cc1ccc(-c2nc(S(=O)(=O)c3ccc(C)cc3)c(SCC(N)=O)o2)cc1 | 0 | -8 | 2.7 | -2 | -2.3 | -4 | -0.7 | -0.1 | -13 | -1
CC(c1ccc(F)cc1)n1c(-c2ccc3ccccc3n2)n[nH]c1=S (stereo unspecified) | 0 | -48 | 1.9 | 5 | -0.7 | 2 | 2.2 | -0.2 | 5 | 11
Cc1ccc(C)c(NC(=O)C2CCCN2C(=O)OC(C)(C)C)c1 (stereo unspecified) | -3 | 15 | 0.5 | -2 | -0.7 | -1 | 2.1 | 0.0 | -17 | -4
COc1cccc(C(=O)NNC(=O)c2ccc3ccccc3c2O)c1 | 2 | 8 | 9.2 | 7 | -1.1 | 0 | 3.7 | 3.5 | -3 | 1
O=C(CNc1ccccc1F)Nc1cc(S(=O)(=O)N2CCCCC2)ccc1Cl | -5 | 3 | 2.3 | 9 | -1.0 | -2 | 2.0 | 1.2 | -3 | -4
Clc1ccc(OCCCCN2CCc3ccccc3C2)cc1 | -5 | 8 | -0.1 | x | -2.8 | 0 | 5.3 | 3.7 | 4 | -1
O=[N+]([O-])c1c(C(Cl)Cl)nn(-c2ccc(Cl)cc2)c1N1CCCCC1 | -8 | -15 | 0.3 | 12 | 0.4 | 1 | 2.9 | 0.8 | 10 | 10
CC(C)c1nc2sc3c(c2c(=O)n1N)CC(C)(C)OC3 | 1 | 0 | -0.3 | 3 | 0.7 | 0 | 4.3 | -2.0 | -12 | 7
c1cc(-c2nnc3n2CCC3)[nH]n1 | 3 | -4 | -0.1 | 9 | 0.1 | x | 0.5 | 2.4 | 4 | -5
COc1ccccc1NC(=O)COC(=O)c1ccc2c(c1)OCCO2 | -7 | x | 0.9 | 7 | 0.1 | 2 | -1.0 | -1.2 | -21 | -3
COCC(=O)NCCc1nc2ccccc2[nH]1 | 1 | -4 | -1.8 | -8 | 0.4 | -1 | 3.3 | -0.4 | -4 | -14
CSc1ccccc1C(=O)C1CCCN(S(=O)(=O)N(C)C)C1 (stereo unspecified) | -2 | 10 | 3.1 | 3 | -1.6 | -1 | 1.9 | -0.5 | -2 | 2
CC(C)c1ccccc1NC(=O)COC(=O)C1(C)CC1(Cl)Cl (stereo unspecified) | -2 | x | 1.0 | 10 | 8.0 | -1 | 1.2 | 1.8 | -8 | -2
CCn1cc(C(=O)N2CCCC2)c(=O)c2cc(S(=O)(=O)N3CC(C)CC(C)C3)ccc21 (stereo unspecified) | -2 | -8 | 3.2 | -18 | -0.4 | 3 | 3.2 | 0.6 | 6 | 4
CCC/C(=N\NC(=O)c1ccc(OC)c(OC)c1)c1ccccc1 | -3 | 6 | 0.8 | -4 | 0.7 | 3 | 0.3 | 2.7 | -13 | 5
c1ccc(-c2ccc(OCCCNC3CCCC3)cc2)cc1 | x | 20 | 0.7 | 12 | -1.1 | -1 | -3.6 | -0.1 | -6 | -9
CCOC(=O)c1cnc(SCC)[nH]c1=O | -2 | 21 | 3.3 | -3 | -1.1 | x | 1.3 | -1.6 | -9 | -7
O=C(CN1CCC(C(=O)c2ccc3c(c2)OCCO3)CC1)Nc1ccccc1C(F)(F)F | -4 | -19 | 2.5 | 11 | -2.1 | -2 | 1.0 | 0.8 | -8 | 11
CNS(=O)(=O)c1cccc(C(=O)NNC(=O)CN(C)S(=O)(=O)c2ccc(Cl)cc2)c1 | -2 | x | -0.7 | 0 | -2.3 | -2 | 4.0 | 0.3 | -22 | -3
CC(C)Oc1ccc(C(=O)Nc2cc(=O)n(C)c(=O)n2C)cc1 | 0 | 16 | -2.8 | -6 | -0.1 | -1 | 0.7 | -1.1 | -10 | 3
COc1cc(/C=C/C(=O)N2CCCC2)cc(OC)c1OC | -1 | -5 | -0.4 | 2 | -0.5 | 1 | 2.1 | 1.6 | -8 | -9
CCOc1ccc(Oc2ccccc2NC(=O)CCNC(C)=O)cc1 | 0 | -12 | -0.3 | 4 | 0.2 | 1 | 2.4 | 3.4 | -12 | -9
Cc1nc2ccccc2cc1C(=O)N/N=C/c1ccccc1[N+](=O)[O-] | 3 | 6 | -0.3 | 0 | -1.8 | -1 | 2.3 | -2.0 | 8 | -8
CCOC(=O)N1CCN(c2ccncc2S(=O)(=O)N2CCCCC2)CC1 | 2 | 4 | 0.1 | -13 | -1.4 | 3 | -0.9 | -1.5 | -10 | -5
COc1ccc(C=C(C#N)C#N)c(CSc2ccccn2)c1 | 0 | -5 | 1.3 | -4 | -1.0 | 5 | -0.1 | -0.7 | -10 | -7
CC1CCCCN1CC(O)COCc1ccccc1 (stereo unspecified) | -3 | 15 | x | -2 | -0.8 | -2 | 2.3 | x | 2 | 6
OC(COC(c1ccccc1)c1ccccc1)CN1CCCCC1 (stereo unspecified) | 5 | 11 | 0.5 | 15 | -1.2 | x | 0.4 | -1.9 | 12 | -6
CN(C)C(=O)c1cn(-c2ccccc2)nc1-c1cccc([N+](=O)[O-])c1 | -3 | -23 | -0.3 | 1 | -0.5 | -1 | 4.4 | -1.3 | 1 | -1
COc1ccc(/C=C2\CN(Cc3ccccc3)C/C(=C\c3ccc(OC)cc3)C2=O)cc1 | -2 | 1 | -2.6 | 2 | -1.3 | 1 | 2.4 | -0.5 | 1 | -2
CC(=O)c1ccccc1NC(=O)COC(=O)CCC1CCCC1 | -10 | -34 | 4.3 | -4 | -1.1 | 10 | 0.8 | 0.4 | -6 | 11
O=C(CSc1nc2ccccc2s1)NC1CCCc2ccccc21 (stereo unspecified) | -2 | -15 | 1.4 | 1 | -0.2 | x | 1.0 | -2.0 | -2 | 7
Cc1ccc(OCC(=O)Nc2cccc(S(=O)(=O)N3CCCCCC3)c2)cc1C | -10 | 1 | -0.2 | 3 | -0.3 | 0 | 0.9 | 1.3 | 5 | 7
S=C(Nc1cccnc1)Nc1ccccc1Br | 0 | -4 | 0.8 | 14 | 0.4 | 0 | 0.6 | 1.2 | 11 | 2
Cc1ccc(S(=O)(=O)Nc2nc3ccccc3nc2NCc2ccc3c(c2)OCO3)cc1C | 0 | 23 | 1.1 | -3 | -0.4 | -4 | 4.0 | 1.3 | -15 | -10
Cn1ccnc1C(O)c1ccco1 (stereo unspecified) | 4 | 4 | -0.6 | 3 | -0.4 | -3 | 0.0 | -0.4 | 0 | -3
Cc1ccc(OC(=O)CCC(=O)Nc2ccc(S(=O)(=O)Nc3cc(C)on3)cc2)cc1 | 6 | -11 | 1.2 | 8 | -0.7 | x | 0.8 | -0.2 | 14 | 6
Cc1nn(-c2ccccc2)c(C)c1/C=C/C(=O)OCC(=O)Nc1ccc(S(N)(=O)=O)cc1 | 0 | x | -0.8 | 1 | -0.8 | -4 | 0.1 | -1.9 | 3 | 0
CN1CCN(C(=O)C2CC(=O)N(c3ccc(Cl)cc3)C2)CC1 (stereo unspecified) | -2 | -43 | 2.7 | -2 | -4.2 | 2 | 0.1 | -0.3 | -7 | 10
COc1cccc(-n2c(=S)sc3c(=O)n(-c4ccccc4C)c(SCC(=O)O)nc32)c1 | 2 | -11 | 1.5 | -1 | -1.2 | 0 | 0.7 | -1.9 | 11 | -3
Cc1nc2ccccn2c1-c1csc(NCc2ccco2)n1 | 2 | 66 | 2.3 | 2 | 0.4 | -2 | 2.6 | 0.7 | -4 | 12
COc1cccc(CN(CC2CCCO2)S(=O)(=O)c2ccc(-n3cnnn3)c(OC)c2)c1 (stereo unspecified) | -3 | 16 | 0.0 | 2 | -2.2 | -4 | 4.6 | -3.0 | -9 | -8
O=C(COC(=O)C1CC(=O)N(Cc2ccco2)C1)c1ccc(OC(=O)c2ccco2)cc1 (stereo unspecified) | 2 | 34 | 0.8 | 13 | -0.4 | x | 1.8 | 0.9 | -5 | 0
N#CCCn1c(SCC(=O)NCCc2ccc(F)cc2)nc2ccccc21 | -1 | 20 | 4.0 | -3 | -0.2 | 0 | 1.0 | 0.6 | -11 | -1
CN(C)S(=O)(=O)c1cccc(COC(=O)CCNC(=O)c2ccc([N+](=O)[O-])cc2)c1 | 2 | -19 | -0.6 | 0 | -0.8 | -5 | 2.7 | -0.3 | -13 | -3
O=C(NCCNC(=O)c1ccccc1F)c1ccccn1 | 1 | -3 | 3.5 | -18 | -2.2 | -2 | 4.6 | 0.7 | -17 | u

Filtered by structure: the entries above with a cyano group
SMILES | DAGLB inhibitor | PfHsp90 set2 | AddAB inh | Rtt109 Vps75 | CAL PDZ inh | Wnt act | phage Ecoli inh | Ecoli viability | PvdQ acylase | Tat transport
COc1ccc(C=C(C#N)C#N)c(CSc2ccccn2)c1 | 0 | -5 | 1.3 | -4 | -1.0 | 5 | -0.1 | -0.7 | -10 | -7
N#CCCn1c(SCC(=O)NCCc2ccc(F)cc2)nc2ccccc21 | -1 | 20 | 4.0 | -3 | -0.2 | 0 | 1.0 | 0.6 | -11 | -1

The list goes on:
SMILES | DAGLB inhibitor | PfHsp90 set2 | AddAB inh | Rtt109 Vps75 | CAL PDZ inh | Wnt act | phage Ecoli inh | Ecoli viability | PvdQ acylase | Tat transport
CCCCCCn1c(CN2CCCCC2CC)nc2c1c(=O)n(C)c(=O)n2C (stereo unspecified) | -1 | 0 | -2.1 | 12 | 0.4 | -3 | 3.5 | 0.9 | 11 | 5
O=C(Cn1cc(C(=O)C(F)(F)F)c2ccccc21)N1CCOCC1 | -3 | 0 | 4.7 | x | -2.1 | 1 | 2.9 | -0.5 | 2 | 0
CC(C)C(=O)c1ccc(O)c(O)c1 | 1 | -15 | -0.6 | 14 | -1.5 | -1 | -1.5 | 0.0 | 9 | -8
CC(=O)c1ccc(N=Nc2ccc(C)cc2)cc1 | 7 | -5 | x | 8 | 0.1 | 6 | 4.3 | x | -17 | -5
CC1(C)CCC(=O)C=C1Nc1ccc(F)c(Cl)c1 | 0 | 14 | x | 3 | -2.5 | 0 | 0.5 | x | 1 | 9
O=[N+]([O-])c1ccc(Cl)c(/C=N/N2CCN(c3ccccc3)CC2)c1 | -11 | -17 | 3.2 | -2 | 1.2 | -7 | 2.0 | -1.3 | -4 | -4
O=c1[nH]c(C2CCCN(S(=O)(=O)c3ccc(F)cc3)C2)nc2c1nnn2Cc1ccc(F)cc1 (stereo unspecified) | 2 | -15 | 4.6 | -9 | -1.5 | 0 | 1.5 | 0.4 | -13 | 3
CN1CCN(S(=O)(=O)c2ccc(Oc3ccc(F)cc3Br)nc2)CC1 | 0 | -2 | 0.9 | 1 | -2.0 | -2 | 0.1 | -0.4 | 6 | -1
